Screening data from PubChem BioAssay.
VP16 counter – counter-screen for ROR gamma inhibitors: Gal4-VP16 reporter; AID 2546; 310,000 tested, 3.5% active; Potency, µM (highest dose often 53.6 µM), for the others: at the top dose activity, negative = inhibition, most hits filed as inhibitors; Drosophila S2 Gal4-VP16 UAS-luciferase, luminescence, 20 h;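 note: Gal4-VP16 expression switched on by copper sulfate through the metallothionein promoter; potency is the fitted concentration of half-maximal effect; % is set by controls: 0 for no effect and ±100 for the full control effect; nearly all actives have a fitted effect of over 50% in size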
Tb PFK inh – inhibitors of T. brucei phosphofructokinase. O15648. T. brucei PFK, ADP-Glo luminescence. Potency, µM (doses to about 57.5 µM), without a hit: top-dose activity, negative = inhibition, hits mostly inhibitors. 330,000 tested, 0.17% active. AID 485367;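 note: potency is the fitted concentration of half-maximal effect; 0% = uninhibited 1x PFK enzyme wells and -100% = no-enzyme wells; nearly all actives have a fitted effect of over 60% in size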
Target sequence (O15648 whole entry, looked up): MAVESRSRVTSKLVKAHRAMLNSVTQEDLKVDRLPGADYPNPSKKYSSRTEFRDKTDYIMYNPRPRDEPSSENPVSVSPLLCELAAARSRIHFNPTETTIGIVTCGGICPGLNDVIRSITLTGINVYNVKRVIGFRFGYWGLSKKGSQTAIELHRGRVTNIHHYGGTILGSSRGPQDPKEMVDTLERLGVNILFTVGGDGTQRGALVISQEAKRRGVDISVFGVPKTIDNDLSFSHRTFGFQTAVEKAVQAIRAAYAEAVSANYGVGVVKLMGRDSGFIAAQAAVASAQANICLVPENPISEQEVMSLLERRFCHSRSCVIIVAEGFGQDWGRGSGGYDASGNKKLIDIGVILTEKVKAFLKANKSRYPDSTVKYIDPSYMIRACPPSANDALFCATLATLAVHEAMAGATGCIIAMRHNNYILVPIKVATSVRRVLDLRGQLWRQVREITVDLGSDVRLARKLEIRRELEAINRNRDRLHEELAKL
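1.25 nM PFK with 0.5 mM F6P and 0.1 mM ATP in 0.1 M TEA pH 8.0, 5 mM MgCl2, incubated 45 min at room temperature; ADP measured by ADP-Glo luminescence; compounds titrated up to 57 uM.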
TRPV1 ag – activates the human vanilloid receptor TRPV1; Q8NER1; TRPV1-expressing cells, Fluo-8 calcium influx, agonist mode; activation, % at 8.33 µM; 320,000 tested, 0.19% active; in the data active = activation above about 80%; inconclusive = between about 30% and that limit; note: 0% is about no effect
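TRPV1-expressing cells were cultured overnight at 35.5C and loaded with Fluo-8 calcium dye for 40 to 90 min at room temperature. After a 10 s baseline, compound was added and calcium influx was read kinetically for 3 min (ex 480/em 520 nm).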
ELG1 repair inh – blocks ELG1-dependent DNA repair in HEK293T cells; 330,000 tested, 2.3% active; AID 504467; Potency, µM (top dose mostly 46.1 µM), without a hit: at the highest dose activity change, negative = inhibition, most hits filed as inhibitors; HEK293T ELG1-luciferase reporter, luminescence, 16 h; DNA damage induced by 5-fluorouridine; note: potency is the fitted concentration of half-maximal effect; % is set by controls: 0 for no effect and ±100 for the full control effect; nearly all actives have a fitted effect of over 55% in size
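DMSO vehicle served as the neutral condition. Each well held 2,000 cells given 5-fluorouridine plus compound; after 16 hr at 37 °C/5% CO2, ONE-Glo was added and luciferase measured 30 min later.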
BRCA1 expr act – BRCA1 expression activation. Potency, µM (highest dose often 46.1 µM), for the others: top-dose activation, usual class: activators. MCF7-BRCA1-FFLuc reporter, luminescence, 48 h; response scale: scaled: vehicle 0%, 10 µM genistein 100%. 380,000 tested, 1.1% active. AID 624202; note: potency is the fitted concentration of half-maximal effect; nearly all actives have a fitted effect of over 80% in size; some results filed as inactive show a strong effect at the top dose
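MCF7-BRCA1-FFLuc cells, 2000/well in phenol-red-free MEM, attached 2 h then treated 48 h at 37 C. Luciferase luminescence read 15 min after reagent; normalized to genistein maximum activation (10microM) and DMSO, concentration-response fitted.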
FLuc modulator – inhibits or activates purified firefly luciferase, miR-21 counter-screen. P08659. purified FLuc, Km substrates, luminescence inhibition. Potency, µM (highest dose often 57.5 µM), for the others: top-dose activity change, negative = inhibition, actives largely listed as inhibitors. 360,000 tested, 6.9% active. AID 588342;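 note: potency is the fitted concentration of half-maximal effect; plate controls were vehicle for no effect and reference inhibitor for full effect; nearly all actives have a fitted effect of over 55% in size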
Target sequence (P08659 whole entry, looked up): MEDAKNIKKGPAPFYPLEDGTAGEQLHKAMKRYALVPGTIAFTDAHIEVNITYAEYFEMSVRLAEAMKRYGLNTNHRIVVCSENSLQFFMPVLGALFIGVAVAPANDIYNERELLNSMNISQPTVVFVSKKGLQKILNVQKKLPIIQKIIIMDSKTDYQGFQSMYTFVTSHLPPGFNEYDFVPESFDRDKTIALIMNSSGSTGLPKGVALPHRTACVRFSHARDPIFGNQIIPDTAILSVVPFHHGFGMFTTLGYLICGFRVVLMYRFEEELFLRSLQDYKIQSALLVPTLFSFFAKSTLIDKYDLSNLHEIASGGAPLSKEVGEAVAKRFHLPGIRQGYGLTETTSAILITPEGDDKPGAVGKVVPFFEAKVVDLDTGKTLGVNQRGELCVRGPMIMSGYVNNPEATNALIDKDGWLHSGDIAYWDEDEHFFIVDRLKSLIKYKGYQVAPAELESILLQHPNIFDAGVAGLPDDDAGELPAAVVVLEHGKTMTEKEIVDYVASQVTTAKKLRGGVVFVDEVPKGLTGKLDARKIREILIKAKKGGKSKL
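Biochemical qHTS of compounds, final roughly 60 µM downward over six points, against 10 nM purified firefly luciferase using Km concentrations of substrates (10 uM D-luciferin, 10 uM ATP) in Tris acetate pH 7.5 buffer; luminescence output.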
NPC1 prom act – activators of NPC1 promoter; Huh7 NPC1 promoter luciferase reporter, 24 h; 320,000 tested, 2.4% active; Potency, µM (titrated, usually from 9.22 µM), for the others: at the highest dose activation, actives largely listed as activators; AID 485313;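 note: potency is the fitted concentration of half-maximal effect; % of control where 0% means no effect; nearly all actives have a fitted effect of over 60% in size; reporter is driven by a mutant NPC1 promoter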
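Stable NPC1-promoter luciferase Huh7 line; cpd (DMSO) 24 h, 37 °C, 5% CO2; Amplite luciferase reagent 10 min RT; luminescence readout. qHTS format.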
RORgamma inh – blocks mouse ROR gamma transcriptional activity. Drosophila S2 Gal4-RORgamma UAS-luciferase reporter, 20 h. P51450. 310,000 tested, 5.4% active. Potency, µM (highest dose often 53.6 µM), for inactives: at the top dose activity change, negative = inhibition, usual class: inhibitors; note: potency is the fitted concentration of half-maximal effect; % is set by controls: 0 for no effect and ±100 for the full control effect; nearly all actives have a fitted effect of over 60% in size
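Drosophila Schneider cells stably carrying a metallothionein-driven Gal4 DBD–ROR gamma fusion and a UAS-Photinus luciferase reporter were exposed to compound for 1 hr, then induced with copper sulfate (700 uM final) for 20 hr at ambient temperature before luminescence reading.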
ELG1 genotoxic – inducers of genotoxicity in HEK293T ELG1-luciferase cells. HEK293T ELG1-luciferase reporter, luminescence, 16 h. Potency, µM (doses to about 46 µM), inactives show at the top dose activity change, positive = activation, usual class: activators. 330,000 tested, 1.3% active; note: potency is the fitted concentration of half-maximal effect; % of control where 0% means no effect; nearly all actives have a fitted effect of over 60% in size
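Reporter readout depends on ELG1 protein level, which increases with genetic stress. After 16 hr compound exposure at 37 °C, luciferase activity was quantified using ONE-Glo.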
Rab9 prom act – activates the Rab9 promoter. Huh7 Rab9 promoter-luciferase reporter, luminescence, 24 h. Potency, µM (highest dose often 9.22 µM), inactives show at the top dose activation, negative = inhibition, most hits filed as activators. 320,000 tested, 2.8% active. AID 485297; note: potency is the fitted concentration of half-maximal effect; % of control where 0% means no effect; nearly all actives have a fitted effect of over 60% in size
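Cells were plated at 1500 per well in reduced-serum medium with 10% FBS and left 2 h. Compound in DMSO was then added for 24 h at 37 °C. Reporter signal was read by luminescence after 10 min with luciferase detection reagent.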
p53 reactivator – mutant p53 re-activation in reporter cells. H1299 p53-A138V BP100-luciferase reporter, luminescence, 24 h. Potency, µM (titrated, usually from 92.2 µM), without a hit: at the highest dose activity change, positive = activation, actives largely listed as activators. 320,000 tested, 0.063% active; note: potency is the fitted concentration of half-maximal effect; % of control where 0% means no effect; nearly all actives have a fitted effect of over 45% in size
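H1299 (p53-null), stable ts p53-A138V + BP100-Luc; 1000 cells/well, Opti-MEM/10% FBS; cpd 4 pt, 1:5; 24 h, 37 deg C, 5% CO2; detection reagent 10 min RT; luminescence.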
* = called active by the depositor; u = inconclusive; x = no result given; [ ] = another dose, or the depositor's remark. Unless noted, calls come from the whole dose curve; as a rule, active = well fitted curve in the direction sought with a large enough effect; inconclusive = small, poorly fitted or top-dose-only effect, or another doubt; inactive = no such curve, though single readings can be large; an effect the other way counts as inactive or inconclusive. Random draw from the library; 15% or so of the library scored in one or more.

Order of results: VP16 counter	Tb PFK inh	TRPV1 ag	ELG1 repair inh	BRCA1 expr act	FLuc modulator	NPC1 prom act	RORgamma inh	ELG1 genotoxic	Rab9 prom act	p53 reactivator
[1] Cc1cc(C)nc(NC(=O)CSc2nc3ccccc3s2)n1
 : 8%	3%	5	u	75%	12µM*	u	29%	5.8µM*	3.2µM*	u
[2] COc1cc2ccccc2cc1C(=O)NC1CCCC1
 : x	0%	x	u	-5%	x	x	x	10%	x	u
[3] CC1(C)NC(=O)N(CCCCOc2cccc(C(F)(F)F)c2)C1=O
 : -8%	-1%	u	u	-11%	0%	-2%	u	-10%	-6%	-8%
[4] O=C(Nc1nnc(CCN2CCCCC2)s1)c1ccc(Br)cc1
 : -7%	0%	2	7%	29%	-3%	0%	7%	13%	-2%	-1%
[5] Cc1cc(C)n2nc(SCC#N)nc2n1
 : -4%	1%	1	-1%	1%	-3%	-2%	29%	7%	-4%	3%
[6] CC1CCCN(Cc2nc3c(c(=O)n(C)c(=O)n3C)n2Cc2c(F)cccc2Cl)C1 (configuration not stated)
 : u	-3%	3	1%	-5%	-2%	-2%	16%	-1%	-6%	9%
[7] O=C(/C=C/c1cccs1)N1CCC2(CC1)Oc1ccc(F)cc1C(=O)C21CC(c2ccc(Cl)cc2)=NO1 (configuration not stated)
 : -7%	-5%	-1	-1%	-5%	0%	-6%	0%	0%	-1%	2%
[8] COC(=O)c1ccc(NC(C)=O)o1
 : 1%	2%	0	-15%	-15%	1%	-3%	-7%	6%	0%	3%
[9] O=C(/C=C/c1cccc(Cl)c1)Nc1ccncc1
 : -9%	0%	u	u	1%	17µM*	1%	2%	3%	24%	30%
[10] O=S(=O)(Nc1cccc2ncccc12)c1cccc(C(F)(F)F)c1
 : x	-1%	-8	u	-24%	x	7%	x	-10%	-9%	4%
[11] Cc1cc(NC(=O)CCCS(=O)(=O)c2nc(-c3cccs3)cc(C(F)(F)F)n2)no1
 : 0.89µM*	-12%	-9	u	-69%	2%	-18%	5.6µM*	10%	-35%[inhibitor]	-55%[inhibitor]
[12] COc1ccc(S(=O)(=O)NC2CCCCC2)cc1C(=O)N1CCCCC1
 : 6%	3%	5	-2%	-3%	4%	-33%[inhibitor]	-36%	-3%	8%	-8%
[13] Cc1cc(N2CCOCC2)nc(-c2ccc([N+](=O)[O-])cc2)n1
 : 9%	7%	5	-3%	-13%	4%	-6%	23%	4%	3%	-3%
[14] CCN(CC)CCCNC(=S)N1CCn2c(nc3ccccc32)C1
 : 0%	3%	-1	-2%	-2%	3%	-2%	-2%	0%	3%	-15%
[15] O=C(CN1CCN(c2ccc(F)cc2)CC1)c1ccc2c(c1)OCO2
 : 18%	-1%	0	-4%	5%	2%	-6%	-23%	1%	6%	2%
[16] COC(=O)c1cn(C(C)C(=O)NCc2ccco2)c2ccccc12 (configuration not stated)
 : 15%	2%	0	11%	3%	0%	1%	15%	6%	5%	-4%
[17] O=C(CSc1nnc(-c2ccccc2)n1-c1ccc(Cl)cc1)NNC(=S)Nc1ccccc1
 : u	-1%	0	0%	-11%	5%	1%	u	0%	0%	-12%
[18] O=C(CSc1nc2ccccc2[nH]1)Nc1ccc2c(c1)CCC2
 : u	-1%	u	8%	-6%	u	0%	-14%	0%	-3%	-3%
[19] COc1ccccc1CNC(=O)C1=C(C)C(=O)OC12CCC(C)CC2 (configuration not stated)
 : 2%	-2%	12	-5%	-10%	0%	1%	-17%	-4%	-3%	-5%
[20] CCOc1ccc(NC(=S)Nc2ccc(OCc3ccccc3)cc2)cc1
 : 22µM*	9%	0	u	32%	-9%	8%	u	3%	2%	4%
[21] Cc1ccc(C(=O)NCC(=O)N2CCc3ccccc3C2)cc1C
 : -8%	-2%	9	9%	19%	1%	-3%	27%	1%	3%	0%
[22] O=C(Cn1nc(-c2ccco2)ccc1=O)Nc1ccc(Br)cc1
 : -1%	-17%	4	0%	-11%	-2%	-1%	11%	2%	-1%	-1%
[23] CCOC(=O)/C(=C/c1ccc(Cl)cc1)NC(=O)c1ccco1
 : 0%	-9%	5	-7%	-24%	2%	0%	9%	-2%	2%	-7%
[24] O=C(Nc1ccon1)C(Sc1ccccc1)c1ccccc1 (configuration not stated)
 : 10%	1%	1	-3%	2%	1%	13%	u	1%	-5%	-2%
[25] N=c1n(Cc2ccccc2Cl)c2ccccc2n1CC(O)c1ccco1 (configuration not stated)
 : -1%	-2%	2	u	-20%	u	-5%	14%	-19%	-3%	10%
[26] CCC(=O)Nc1ccc2c(c1)ncn2-c1ccccc1
 : -3%	-3%	-2	u	u	15µM*	u	-17%	u	u	u
[27] CC1CCN(CCCCOc2ccccc2Br)CC1
 : u	0%	-6	-13%	-25%	1%	-4%	42%	-8%	-7%	-5%
[28] O=C(COC(=O)c1cc(S(=O)(=O)N2CCOCC2)ccc1F)Nc1cc([N+](=O)[O-])ccc1F
 : x	2%	x	6%	2%	x	x	x	6%	x	-5%
[29] CCCNC(=O)Nc1ccc(C(F)(F)F)cc1
 : 6%	-15%	u	u	97%	u	13%	18%	10%	3%	3%
[30] O=C(c1cc2ccccc2c(=O)o1)N1CCc2ccccc2C1
 : 19%	5%	18	5%	1%	-9%	2%	24%	2%	7%	6%
[31] CC(=O)C1=C(C)OC(N)=C(C#N)C1c1cccc([N+](=O)[O-])c1 (configuration not stated)
 : -19%	-2%	-4	-7%	29%	-6%	11%	-2%	-1%	-5%	0%
[32] COc1ccc(CCNC(=O)Cc2ccc(OC)c(OC)c2)cc1OC
 : -9%	-4%	11	2%	10%	1%	-2%	-1%	3%	-2%	-2%
[33] COC(=O)c1ccc(NS(=O)(=O)c2ccccc2)o1
 : -11%	-1%	-2	4%	-19%	u	-4%	0%	1%	-6%	0%
[34] CC1=NN(C(=O)c2ccccc2F)C(O)(c2ccc(Cl)cc2)C1 (configuration not stated)
 : 6.3µM*	1%	2	5%	-5%	0%	-5%	5.6µM*	0%	4%	-36%[inhibitor]
[35] CC12CC(NC(=O)N1c1cccc(C(=O)NCc3ccccn3)c1)c1ccccc1O2 (configuration not stated)
 : 12%	1%	-2	-6%	2%	0%	1%	1%	-4%	0%	-2%
[36] O=C(Nc1nnc(-c2ccccc2SCc2ccccc2)s1)Nc1ccccc1F
 : -2%	-3%	-2	21%	-50%	-1%	-4%	-33%	3%	-1%	16%
[37] O=C(NC1CCCCCC1)C1CCCN(S(=O)(=O)c2cnc[nH]2)C1 (configuration not stated)
 : 1%	-6%	-1	-3%	-18%	5%	-2%	-18%	-1%	-3%	2%
[38] S=c1[nH]nc(-c2cc3c(s2)-c2ccccc2CC3)o1
 : 10µM*	-12%	0	u	73%	17µM*	26%	5µM*	u	u	13%
[39] O=C(CNC(=O)c1ccncc1)N/N=C/c1ccccn1
 : -6%	-1%	-2	18%	-2%	0%	-1%	-17%	0%	1%	-3%
[40] Nc1cc(=O)[nH]c(SCC(=O)c2ccc(F)cc2)n1
 : 2%	-1%	-4	7%	-2%	1%	1%	7%	-3%	-1%	-1%
[41] CCOC(=O)C1CCCN(C(=S)Nc2cccc(Cl)c2)C1 (configuration not stated)
 : u	5%	8	-8%	-27%	4%	-2%	u	-1%	0%	-10%
[42] O=C(COc1ccc2ccccc2c1)NNC(=O)c1cnccn1
 : -15%	14%	-1	-2%	-2%	-1%	-4%	u	0%	-1%	6%
[43] Cc1ccc(Oc2nc(-c3ccccc3)ncc2S(=O)(=O)c2ccc(C)cc2)cc1
 : -8%	0%	23	8%	-1%	3%	0%	-3%	0%	-1%	-2%
[44] CCOC(=O)c1cnc(SCc2ccc(C(C)(C)C)cc2)nc1N
 : 9%	0%	-2	-4%	u	-19%	11%	u	10%	-4%	4%
[45] COc1ccc(Nc2ccc(Cl)cc2)c(C(=O)O)c1
 : -5%	4%	-8	-11%	-15%	2%	-1%	45%	0%	-5%	0%
[46] O=C(O)C(Cc1c[nH]c2ccccc12)N1C(=O)C2C3c4ccccc4C(c4ccccc43)[C@@H]2C1=O (some centres not stated)
 : 2%	0%	1	0%	0%	2%	1%	6%	-4%	-3%	-1%
[47] COc1ccc(OC)c(/C=C/c2c([N+](=O)[O-])c(=O)n(C)c(=O)n2C)c1
 : 25%	0%	-4	u	-22%	4%	1%	-20%	3%	-4%	0%

Just RORgamma inh, VP16 counter and TRPV1 ag, for some of the entries so far:
cpd | mol | RORgamma inh | VP16 counter | TRPV1 ag
40 | Nc1cc(=O)[nH]c(SCC(=O)c2ccc(F)cc2)n1 | 7% | 2% | -4
37 | O=C(NC1CCCCCC1)C1CCCN(S(=O)(=O)c2cnc[nH]2)C1 (configuration not stated) | -18% | 1% | -1
